High-throughput results (PubChem BioAssay)
Dicer inh: inhibitors of Dicer pre-microRNA processing, primary screen, biochemical, cat-ELCCA, chemiluminescence | Endoribonuclease Dicer (Homo sapiens), Q9UPY3 | cat-ELCCA pre-miR-21 Dicer processing; stronger effect = higher value | z-score at 25 µM | 6% of 47,000 active | AID 1347074, 2019; in the data active = z-score above about 3, passing the limit was not always enough;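 note: plate controls were vehicle for no effect and no enzyme for full effect; higher signal means more uncleaved substrate so more Dicer inhibition; strong numbers were not always called active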
Target sequence (Q9UPY3 whole entry, looked up): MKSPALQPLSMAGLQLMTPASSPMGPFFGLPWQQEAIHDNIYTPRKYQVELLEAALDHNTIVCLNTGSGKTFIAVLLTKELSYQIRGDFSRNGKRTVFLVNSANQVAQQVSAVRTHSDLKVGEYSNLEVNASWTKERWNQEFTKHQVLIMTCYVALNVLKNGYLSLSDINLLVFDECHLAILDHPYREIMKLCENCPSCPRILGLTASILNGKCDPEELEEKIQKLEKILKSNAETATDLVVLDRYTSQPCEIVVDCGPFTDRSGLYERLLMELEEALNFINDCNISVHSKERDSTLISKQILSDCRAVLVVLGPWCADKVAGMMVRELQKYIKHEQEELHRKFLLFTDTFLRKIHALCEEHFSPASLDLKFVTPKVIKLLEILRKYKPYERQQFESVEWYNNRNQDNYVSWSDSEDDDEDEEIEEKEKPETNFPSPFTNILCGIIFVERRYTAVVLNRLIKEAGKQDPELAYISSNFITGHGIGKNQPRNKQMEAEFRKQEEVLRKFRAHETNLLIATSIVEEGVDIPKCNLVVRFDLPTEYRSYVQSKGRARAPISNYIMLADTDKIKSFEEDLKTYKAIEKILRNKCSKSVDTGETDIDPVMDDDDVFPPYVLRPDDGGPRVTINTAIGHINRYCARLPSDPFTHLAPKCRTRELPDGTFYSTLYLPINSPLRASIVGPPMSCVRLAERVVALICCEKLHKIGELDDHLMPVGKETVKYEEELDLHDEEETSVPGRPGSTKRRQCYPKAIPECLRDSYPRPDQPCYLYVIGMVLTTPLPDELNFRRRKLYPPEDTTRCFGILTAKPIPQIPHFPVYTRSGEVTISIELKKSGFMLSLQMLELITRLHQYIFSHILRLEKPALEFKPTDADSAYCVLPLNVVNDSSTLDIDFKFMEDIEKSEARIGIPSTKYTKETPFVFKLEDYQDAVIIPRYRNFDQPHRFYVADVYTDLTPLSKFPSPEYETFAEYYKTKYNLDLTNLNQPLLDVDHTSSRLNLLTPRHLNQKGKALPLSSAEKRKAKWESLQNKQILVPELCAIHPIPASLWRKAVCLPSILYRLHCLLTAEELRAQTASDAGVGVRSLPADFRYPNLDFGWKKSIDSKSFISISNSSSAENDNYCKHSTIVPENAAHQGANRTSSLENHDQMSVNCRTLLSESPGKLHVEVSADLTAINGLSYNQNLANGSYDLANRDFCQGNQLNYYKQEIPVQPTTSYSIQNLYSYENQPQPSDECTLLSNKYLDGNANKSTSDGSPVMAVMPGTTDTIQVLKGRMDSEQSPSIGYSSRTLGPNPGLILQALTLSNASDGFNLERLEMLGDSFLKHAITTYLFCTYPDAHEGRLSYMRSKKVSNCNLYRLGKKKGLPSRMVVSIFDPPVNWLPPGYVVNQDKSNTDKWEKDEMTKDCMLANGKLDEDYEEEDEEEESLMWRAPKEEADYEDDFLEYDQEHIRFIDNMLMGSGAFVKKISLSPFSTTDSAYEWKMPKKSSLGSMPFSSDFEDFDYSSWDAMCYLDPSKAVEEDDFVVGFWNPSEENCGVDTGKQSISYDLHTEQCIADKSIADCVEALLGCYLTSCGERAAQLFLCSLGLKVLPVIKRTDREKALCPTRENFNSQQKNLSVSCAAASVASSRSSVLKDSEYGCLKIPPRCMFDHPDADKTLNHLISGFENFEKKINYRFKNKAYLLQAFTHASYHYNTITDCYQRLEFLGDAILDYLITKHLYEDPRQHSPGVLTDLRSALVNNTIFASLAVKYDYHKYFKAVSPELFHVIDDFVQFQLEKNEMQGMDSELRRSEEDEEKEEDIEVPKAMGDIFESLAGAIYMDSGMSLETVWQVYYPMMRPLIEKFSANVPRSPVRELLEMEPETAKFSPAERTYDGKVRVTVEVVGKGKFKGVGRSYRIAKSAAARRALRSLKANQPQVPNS
The depositor's hits bear a star.

Sample of the layout:
molecule,Dicer inh
S=c1[nH]nc(CSCc2cccc3ccccc23)n1C1CCCCC1,3.59*
Cn1c2ccccc2n2nc(CCC(=O)O)c(=O)nc12,2.09
Cc1c(C(=O)c2ccc(Cl)cc2)oc2c(Cl)cc(Cl)cc12,0.37
Cc1ccc(-n2cccc2/C=C(\C#N)S(C)(=O)=O)c([N+](=O)[O-])c1,0.51
CN1CCC(c2ccc(Cl)s2)=N1,0.65

This part in full (from the top)
molecule,Dicer inh
S=c1[nH]nc(CSCc2cccc3ccccc23)n1C1CCCCC1,3.59*
Cn1c2ccccc2n2nc(CCC(=O)O)c(=O)nc12,2.09
Cc1c(C(=O)c2ccc(Cl)cc2)oc2c(Cl)cc(Cl)cc12,0.37
Cc1ccc(-n2cccc2/C=C(\C#N)S(C)(=O)=O)c([N+](=O)[O-])c1,0.51
CN1CCC(c2ccc(Cl)s2)=N1,0.65
NC(=O)C1CCN(Cn2cnc3ccccc32)CC1,-0.06
CCOc1cc(C2C(C(=O)OCCc3ccccc3)=C(C)NC3=C2C(=O)CCC3)cc(Cl)c1O (stereo not drawn),1.08
Cn1c(=O)c2c(nc(NCCO)n2Cc2ccccc2)n(C)c1=O,2.27
CCCS(=O)(=O)c1c(S(=O)(=O)CCC)c2c(N)cccn2c1C(=O)c1ccccc1,-0.22
Clc1cncc(Oc2ccc(-n3cccc3)cn2)c1,-0.64
O=C(Nc1ccccc1C(=O)NCC1CC1)Nc1c(Cl)cc(Cl)cc1Cl,2.29
CCOC(=O)c1sc(SC(C)C)c(C#N)c1-c1ccc(Cl)cc1,4.95*
Cc1ccc(NC(=O)CC(CC(=O)O)c2ccccc2)nc1 (stereo not drawn),3.68*
CC(=O)Nc1ccc(S(=O)(=O)N2CCCN(c3c(Cl)cncc3Cl)CC2)cc1Cl,1.88
CCOc1ccc(/C(O)=C2/C(=O)C(=O)N(CCCN(C)C)C23C(=O)N(C)c2ccccc23)cc1 (stereo not drawn),5.02*
COc1ccc(OCc2nn3c(-c4ccccc4)nnc3s2)cc1,-1.13
Clc1ccc2oc(-c3ccccn3)nc2c1,0.34
Cc1ncc([N+](=O)[O-])n1CCOC(=O)c1ccccc1,-1.43
O=C1C2ON(c3ccccc3)C(c3cccnc3)C2C(=O)N1c1ccc(Br)cc1 (stereo not drawn),1.81
Cc1ccc(OCc2nc(-c3ccc(C)cc3)no2)cc1,2.69
COc1ccc(NC(=O)c2ccc([N+](=O)[O-])o2)cc1,1.89
O=C(NCC1CC1)Nc1ccc2c(c1)CCO2,1.04
CC1=CC(C)(C)Nc2ccc(OC(=O)c3ccc(Br)cc3)cc21,-1.66
Nc1nc(NC2CCCCNC2=O)n[nH]1 (stereo not drawn),-0.63
O=c1[nH]nc(Sc2ncc(Br)cc2[N+](=O)[O-])n1-c1ccc(Cl)cc1,-0.78
COc1ccc(-c2cc(-c3cccnc3)c(C#N)c(N)n2)cc1,0.69
OCc1nc2ccccc2n1CC(O)COc1ccccc1 (stereo not drawn),-3.1
CN(C)CCc1c[nH]c2ccc(Cn3cncn3)cc12,0.09
Cc1noc(C)c1S(=O)(=O)N(C)C1CCCCC1,0.73
CN(NC1OC(=O)c2ccccc21)c1ccc([N+](=O)[O-])cn1 (stereo not drawn),-0.58
S=c1[nH]nc(-c2ccc(Br)cc2)o1,9.01
Cc1[nH][nH]c(=O)c1C(c1ccc(N(C)C)cc1)c1c(C)[nH][nH]c1=O,-5.58
O=C(O)c1cc(Br)c(C(=O)O)cc1Br,-1.74
CCOC(=O)c1c(NC(=O)Cn2nc(C(F)(F)F)c3c2CCCC3)sc(C)c1C,-3.76
O=C(Nc1ccccc1)Sc1ccccc1Cl,-0.56
CCCN1C(=O)C2(/C(=C(/O)c3ccc4c(c3)CC(C)O4)C(=O)C(=O)N2CCOC)c2ccccc21 (stereo not drawn),1.36
O=C(O)CC(C(=O)O)C(O)c1ccccc1 (stereo not drawn),1.52
CSc1ccccc1NC(=O)Cn1nc(C(F)(F)F)c2c1CCC2,1.06
CCOC(=O)Nc1ccc2c(c1)N(C(=O)N1CCN(C)CC1)c1ccccc1CC2,1.16
O=S1(=O)N=C(Nc2nnc(SCc3ccccc3)s2)c2ccccc21,-0.07
CCCOc1ccc(N2C(=O)CC(N3CCC(C)CC3)C2=O)cc1 (stereo not drawn),1.2
Cc1ccc(C2CC(=O)c3cnc(Nc4ccc(C)cc4C)nc3C2)cc1 (stereo not drawn),4.15
Cc1noc(C)c1S(=O)(=O)N(C(C)C)C(C)C,0.38
CCOC(=O)c1sc(NC(C)=O)nc1C,4.35*
Cc1ccnc(Nc2nc(-c3sc(C)nc3C)cs2)c1,0.32
COc1ccc(C2C3=C(CCCC3=O)NC3=C2C(=O)CCC3)cc1Cl,-0.23
N/C(Cc1cccc2ccccc12)=N\O,1.87
O=C(COc1ncnc2cc(Cl)ccc12)c1ccc2c(c1)OCCCO2,1
COC(=O)Cc1ccc2oc3cc(OC)ccc3c(=O)c2c1,0.22
O=C(c1ccc(Cl)cc1)N(c1ccccc1)n1c(-c2cccc([N+](=O)[O-])c2)csc1=S,-1.13
N#CCCn1cc(Cl)c(=O)c(Cl)c1,-0.63
COc1ccccc1N1CCN(Cc2cc(Cl)c(O)c3ncccc23)CC1,-0.05
CC(C)(C)C(=O)c1snc(Nc2ccc(Cl)cc2F)c1N,1.2
CCOc1cc(C2C(C#N)=C(N)Oc3n[nH]c(-c4ccccc4)c32)ccc1OC(=O)N1CCOCC1 (stereo not drawn),-6.19
Cn1c(=O)c(/C(N)=N/OC(=O)c2cccs2)cn(-c2ccccc2)c1=O,-1.93
O=C(O)CNC(=O)C(CS)Cc1ccccc1 (stereo not drawn),0.58
c1ccc(-n2cc(-c3noc4ccccc34)cn2)cc1,1.64
O=C(c1ccc(CS(=O)(=O)c2ccc(C(F)(F)F)cn2)o1)N1CCOCC1,0.51
O=S1(=O)C=CC(c2ccccc2)C1 (stereo not drawn),-2.68
CCc1nc(-c2ccc(-c3ccc(OC)cc3)nc2OC)no1,-0.11

The last 2 records of the section above are carried over, then new ones follow.
molecule,Dicer inh
O=S1(=O)C=CC(c2ccccc2)C1 (stereo not drawn),-2.68
CCc1nc(-c2ccc(-c3ccc(OC)cc3)nc2OC)no1,-0.11
Cc1cc(=O)[nH]c(SCC(=O)N2c3ccccc3CCc3ccccc32)n1,-0.35
CCOc1cc(C2C(C(=O)OC)=C(C)NC3=C2C(=O)CC(c2ccc(OC)cc2)C3)cc(Cl)c1O (stereo not drawn),1.86
COc1ccc(S(=O)(=O)Nc2sccc2C#N)cc1,-2.17
COc1ccc(-c2cc(=O)c3cc(OC(=O)Cc4ccccc4)ccc3o2)cc1,1.37
CC(=O)Nc1ccc2nc(NC(=O)C3CCCCC3)sc2c1,0.19
CCOc1ncnc2c1[nH]c1ccc(OC)cc12,2.05
O=S(=O)(Cc1ccc(Cl)cc1)c1ccc(C(F)(F)F)cn1,1.73
Cc1onc(-c2c(Cl)cccc2Cl)c1NC(=O)NC(C)C,0.43
CCc1cc(C(=O)c2ccc(OC)cc2)c(NC(=O)CSc2nnc(-c3ccc4ccccc4c3)n2C)s1,-0.26
C#CC(CC)(CC)NC(=O)/C=C/c1ccccc1,0.35
COc1ccc(Nc2nc(N)nc(CN3CCc4ccccc4C3)n2)cc1,0.01
CCCc1c(C)nc(SCC(=O)C(C)(C)C)[nH]c1=O,0.38
CN(C(=O)Nc1ccccc1)n1cnc2ccccc2c1=O,1.91
O=C(c1ccccc1)C(Sc1ccc(Cl)cc1)c1ccccc1 (stereo not drawn),-1.22
O=C(NCc1cccnc1)C1CCC(c2ccc(Cl)cc2)CC1 (stereo not drawn),2.12
O=C(Nc1ccccc1)N1CCN(c2nsc3ccccc23)CC1,0.9
O=C(Nc1cnc2sc3ccccc3n2c1=O)c1ccc(F)cc1,-0.51
COc1ccc2c3c(cccc13)C(=O)CC2,4.17*
O=C(Nc1ccc(S(=O)(=O)N2CCOCC2)cc1)c1sc2ccccc2c1Cl,0.46
COc1ccc([N+](=O)[O-])c(OC)c1C(=O)Nc1ccc(F)c(Cl)c1,-0.3
Cn1cnc([N+](=O)[O-])c1Sc1nnc(-c2ccc(C(C)(C)C)cc2)n1-c1ccc2c(c1)OCO2,-3.15
CN(C)S(=O)(=O)c1cccc(-c2cn3ccccc3n2)c1,0.72
COc1ccccc1C(=O)CC1(O)C(=O)N(Cc2ccccc2Cl)c2ccccc21 (stereo not drawn),-1.03
Cc1cc(Oc2ncccc2[N+](=O)[O-])c2ccccc2n1,-0.49
COC(=O)C(Cc1c[nH]c2ccccc12)NS(=O)(=O)c1ccccc1C(F)(F)F (stereo not drawn),-0.14
CSc1nnc2c(n1)[nH]c1ccc(C)cc12,-0.35
CCOC(=O)/C(C#N)=C(\N=C(\N)c1cccc(C)c1)Nc1ccc(Cl)cc1,-0.11
COc1cccc(OCCSc2nc3ccccc3c(=O)[nH]2)c1,-0.21
Clc1ccc2c(c1)c1cc(Cl)ccc1n2Cc1ccccc1,1.64
COc1cccc(C2C(C#N)=C(N)Oc3n[nH]c(-c4ccc5c(c4)OCO5)c32)c1OC (stereo not drawn),-5.18

Other compounds:
structure	Dicer inh
COC(=O)C1=C(C)N=C2SCCC(=O)N2C1c1ccc(OC)c(OC)c1 (stereo not drawn)	-1.02
CCOC(=O)/C=C1\CSCC(C(=O)OCC)N1 (stereo not drawn)	-2.28
COc1ccc(-c2nnc(SCc3ccccc3Cl)o2)cc1	-0.69
COc1cc(C(c2c[nH]c3ccccc23)c2c[nH]c3ccccc23)ccc1OCC(=O)O	0.18
COc1cccc2c1OC(c1cccnc1)N1N=C(c3ccccc3O)CC21 (stereo not drawn)	-0.4
FC(F)(F)c1ccc(Sc2cc(C(F)(F)F)nc3cc(Cl)cc(Cl)c23)nc1	-0.02
CN/C(=C/[N+](=O)[O-])NCCSCc1csc(CN(C)C)n1	0.23
O=C(CN1c2cccc3cccc(c23)S1(=O)=O)Nc1cccc(Br)c1	-1.44
COC(=O)c1ccc(C2Oc3ccccc3C3CC(c4cc(OC)ccc4O)=NN32)cc1 (stereo not drawn)	2.66
CSc1ccc([N+](=O)[O-])cc1-c1ccn(S(C)(=O)=O)n1	-1.09
CSc1cc(-c2ccc(F)cc2)nn1S(=O)(=O)c1cc(C(F)(F)F)cc(C(F)(F)F)c1	-1.61
COc1cc(C(F)(F)F)c(C(=O)Nc2c(C)cccc2C)cn1	-0.66

In a second layout: four of the compounds above
> COC(=O)c1ccc(C2Oc3ccccc3C3CC(c4cc(OC)ccc4O)=NN32)cc1 (stereo not drawn)
  Dicer inh: 2.66
> CSc1ccc([N+](=O)[O-])cc1-c1ccn(S(C)(=O)=O)n1
  Dicer inh: -1.09
> CSc1cc(-c2ccc(F)cc2)nn1S(=O)(=O)c1cc(C(F)(F)F)cc(C(F)(F)F)c1
  Dicer inh: -1.61
> COc1cc(C(F)(F)F)c(C(=O)Nc2c(C)cccc2C)cn1
  Dicer inh: -0.66

Later entries
structure	Dicer inh
Nc1ccc(-c2nc3cc(Cl)ccc3o2)cc1	3.19*
Cc1c(C#N)c(NC(=O)c2ccc(Cl)cc2)n(Cc2cccc(Cl)c2)c1C	1.76
O=C1/C(=C\c2ccccc2)S(=O)c2ccccc21 (stereo not drawn)	1.49
Cc1ccc(S(=O)(=O)n2nc(C)cc2C)cc1	0.88
O=C(C1=NNCC1c1ccccc1)c1cc2ccccc2c2ccccc12 (stereo not drawn)	1.3
Cc1ccc(C)n1N(C)c1cccc(F)c1C#N	-0.12
COC(=O)c1sccc1NC(=O)CC1NCCNC1=O (stereo not drawn)	-0.01
Cc1cc(C)c2c(n1)sc1c(N3CCN(C)CC3)ncnc12	2.63
CC(=O)Nc1ccc(S(=O)(=O)N2CCN(c3ncnc4scc(-c5ccccc5)c34)CC2)cc1Cl	-0.92
CCN(CC)CC#CC(O)(c1ccccc1)c1cccc(F)c1 (stereo not drawn)	1.38
COc1cccc(-c2nc(-c3ccc(C)cc3)no2)c1OC	0.49
CCCn1c(SCCO)nc2c1c(=O)[nH]c(=O)n2C	-0.29
Cn1c(N)c(C(C[N+](=O)[O-])c2c(F)cccc2Cl)c(=O)n(C)c1=O (stereo not drawn)	-1.19
O=c1[nH]nc(C2c3ccccc3Oc3ccccc32)o1	-0.81
COc1cc(CC(=O)O)ccc1O	-1.45
N#CCCn1cccc1CN1CCOCC1	-1.79
CCOC(=O)CCN1C(=O)c2ccccc2C1=O	0.31
COC(=O)c1csc(S(=O)(=O)N=S(C)(=O)c2ccccc2)c1OC (stereo not drawn)	-1.09
Cn1c(NCCCO)nc2c1c(=O)[nH]c(=O)n2C	0.58
O=C(Nc1cc(F)c(Cl)cc1NC(=O)c1ccccc1Cl)c1ccccc1Cl	-0.95
O=S(=O)(c1ccc(NC(=S)Nc2ccc3c(c2)OCO3)cc1)N1CCCCC1	0.12
COc1ccc(Br)cc1S(=O)(=O)N1CCN(Cc2ccc3c(c2)OCO3)CC1	0.69
CCC(C)Sc1cc(C(F)(F)F)c(C(=O)Nc2ccc(Cl)cc2)cn1 (stereo not drawn)	-1.17
CCc1cccc(C)c1NC(=O)/C=C/C(=O)O	1.82
Cc1oc(-c2ccccc2)cc1-c1ccn[nH]1	-0.37
O=C(NCCc1nc2ccccc2[nH]1)c1cc2ccccc2o1	0.14
CC(C)C(O)(CC#CCN1CCCC1)c1ccccc1 (stereo not drawn)	2.62
CCCCC[C@H](O)/C=C/[C@@H]1[C@@H](C/C=C\CCCC(=O)O)[C@@H](O)C[C@H]1O (tested in a mixture with another compound)	-0.37
CC(C)Nc1nc(Oc2ccc(=O)n(-c3ccccc3)n2)nc(N(C)C)n1	-1.51
O=C(O)c1ccc(-c2cc(C(F)(F)F)ccc2Cl)o1	-0.26

An excerpt; rates above refer to the full screens.
